Screening results: PubChem BioAssay, Broad Institute
EWS-Fli block – EWS/Fli-driven NR0B1 reporter inhibitors, primary screen, A673 cells, NR0B1 luciferase, luminescence, MLPCN library; viability-normalised; inhibition, % at 12.6 µM; 350,000 tested, 0.67% active; AID 651661, 2012;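 active = mean inhibition of at least 50% after viability correction, with every replicate also passing that limit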;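 also: firefly luciferase signal divided by Alamar Blue viability fluorescence both relative to DMSO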
S100A4 inh HTS – inhibitors of S100A4-myosin IIA peptide binding, primary screen, biochemical, fluorescence polarization, TAMRA-MyoIIA peptide. inhibition, % at 10.7 µM. Protein S100-A4 (Homo sapiens), P26447. 360,000 tested, 0.14% active;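 active = mean inhibition of at least 70% across replicates, with every replicate also reaching that level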
Target sequence (P26447 whole entry, looked up): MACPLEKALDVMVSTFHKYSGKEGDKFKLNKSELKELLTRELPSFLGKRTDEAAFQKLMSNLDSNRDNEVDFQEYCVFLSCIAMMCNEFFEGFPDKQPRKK
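incubation = readout 5 min after mixing, signal stable up to 60 min | system = S100A4 monomer protein | buffer or medium = HEPES pH 7.2 with CaCl2, KCl, NaCl, DTT, Triton | benchmarks = neutral control DMSO, positive control TFP | also added = fluorescent myosin IIA peptide, 5 nM | compound dosing = one concentration per compound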
ERAP1 HTS inh – human ERAP1 aminopeptidase inhibitors, primary screen, biochemical, single point, plate reader | inhibition, % at 10.7 µM | 340,000 tested, 0.15% active | recombinant ERAP1, Leu-AMC fluorescence, 60 min | AID 652197, 2013 | Endoplasmic reticulum aminopeptidase 1 (Homo sapiens), Q9NZ08;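 active = mean replicate inhibition of at least 30%, or all replicates individually reaching that 30% level; inactive = mean below 30% and not every replicate reaching it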;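 also: 0% = neutral control wells and 100% = L-leucinethiol positive control wells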
Target sequence (Q9NZ08 whole entry, looked up): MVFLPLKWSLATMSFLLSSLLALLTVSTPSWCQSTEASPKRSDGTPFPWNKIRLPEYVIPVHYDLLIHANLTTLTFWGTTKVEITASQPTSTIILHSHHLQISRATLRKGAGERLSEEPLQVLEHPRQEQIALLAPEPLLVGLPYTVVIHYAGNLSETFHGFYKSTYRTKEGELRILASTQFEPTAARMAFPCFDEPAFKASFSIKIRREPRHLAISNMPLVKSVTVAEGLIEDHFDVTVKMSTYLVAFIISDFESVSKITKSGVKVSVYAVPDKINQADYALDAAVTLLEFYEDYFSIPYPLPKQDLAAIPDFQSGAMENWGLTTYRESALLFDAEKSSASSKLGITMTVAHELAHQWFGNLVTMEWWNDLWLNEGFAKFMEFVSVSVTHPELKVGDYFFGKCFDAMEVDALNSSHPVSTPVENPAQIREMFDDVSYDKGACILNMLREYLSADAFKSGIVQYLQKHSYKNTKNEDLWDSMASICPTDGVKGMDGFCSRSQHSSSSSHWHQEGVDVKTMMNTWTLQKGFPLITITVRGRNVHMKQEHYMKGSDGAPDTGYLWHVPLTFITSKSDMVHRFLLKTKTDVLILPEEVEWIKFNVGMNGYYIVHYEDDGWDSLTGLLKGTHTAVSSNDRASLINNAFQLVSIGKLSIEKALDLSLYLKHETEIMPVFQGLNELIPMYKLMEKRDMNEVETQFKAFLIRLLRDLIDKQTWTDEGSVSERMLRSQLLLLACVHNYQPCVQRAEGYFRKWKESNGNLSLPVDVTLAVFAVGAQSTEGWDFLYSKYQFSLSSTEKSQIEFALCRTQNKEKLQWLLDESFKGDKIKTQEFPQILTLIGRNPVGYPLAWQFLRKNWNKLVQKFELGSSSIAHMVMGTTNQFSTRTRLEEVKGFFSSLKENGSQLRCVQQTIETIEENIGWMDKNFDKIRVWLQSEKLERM
FN deposition inh – inhibitors of fibronectin matrix deposition, primary screen, AH1F cells, Alexa488-fibronectin fluorescence, plate reader; 350,000 tested, 0.086% active; inhibition, % at 12.6 µM; AH1F fibroblasts, overnight; AID 743247, 2014;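 active = mean inhibition across replicates of 30% or more, regardless of how many single replicates reach that level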;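 also: positive control wells lacked labelled fibronectin entirely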
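Material: AH1F fibroblast monolayer depositing Alexa488-labelled fibronectin into matrix | Input: 10000 AH1F cells/well | Medium: DMEM plus 2% serum, read in PBS | Reagent: Alexa488-fibronectin, 24 nM final in well | Compound dosing: One dose per compound, pinned | Schedule: 1 h adhesion, overnight exposure | Measured by: Fluorescence at 485 nm excitation, 525 nm emission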
LGR2 antag – inhibitors of bursicon-induced LGR2 CRE-luciferase signal, primary screen, cell-based, HEK293, CRE-luciferase reporter, bursicon stimulation; Drosophila bursicon receptor LGR2 (rickets); bursicon-stimulated, 4 h; inhibition, % at 9.99 µM; 380,000 tested, 0.35% active; AID 720647, 2013;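 active = drop in luminescence signal, shown as inhibition above about 50% in the replicate tests, limit read from the data, passing the limit was not always enough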;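 also: agonist challenge used bursicon conditioned medium at about half maximal strength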
PglD inh – C. jejuni PglD acetyltransferase inhibitors, primary screen, biochemical, DTNB colorimetric, single point; purified PglD enzyme, DTNB colorimetric CoA detection; UDP-N-acetylbacillosamine N-acetyltransferase PglD (Campylobacter jejuni); inhibition, % at 12.5 µM; 360,000 tested, 0.098% active; in the data active = inhibition above about 16%, passing the limit was not always enough; also: strong numbers were not always called active
PAX8 reporter – inhibitors of PAX8-driven TPO luciferase reporter, primary screen, RMG-I cells, single concentration; 360,000 tested, 1.2% active; AID 652154, 2013; SteadyGlo, 24 h; inhibition, % at 12.6 µM;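 active = mean replicate inhibition at least 60% with every replicate also reaching 60%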;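 also: luciferase light reporting Pax8 driven TPO promoter activity; plate controls were median of neutral control wells for no effect and mitoxantrone controls for full effect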
PGC1a acetyl inh – inhibitors of PGC1a acetylation signal, primary screen, cell-based, U2OS, AlphaScreen, inhibitor mode; AlphaScreen anti-acetyl-lysine; with virally co-expressed GCN5 acetyltransferase; inhibition, % at 15.6 µM; 350,000 tested, 0.17% active; AID 651687, 2012;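 active = every replicate shows inhibition of at least 40%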;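 also: 0% = neutral control wells and 100% = positive control wells; some results beyond the cut were filed as inactive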
Numbers without * were called inactive; · = no result given.

SMILES	EWS-Fli block	S100A4 inh HTS	ERAP1 HTS inh	FN deposition inh	LGR2 antag	PglD inh	PAX8 reporter	PGC1a acetyl inh
CCn1c(SCC(=O)Nc2cc(OC)ccc2OC)nc2c(c1=O)SCC2	·	-3	1	·	-5	4	22	·
Cc1noc(C)c1NC(=O)N(C)C[C@@H]1Oc2ncc(C3=CCCC3)cc2C(=O)N([C@H](C)CO)C[C@@H]1C	-17	9	-2	-5	-10	-3	-5	0
O=[N+]([O-])c1ccc(-c2cn(-c3ccccc3F)c(=S)[nH]2)cc1	-16	2	-1	-1	-42	·	-24	11
CCCOc1ccc(-c2nnn(CC(=O)c3ccc4c(c3)OCCO4)n2)cc1	7	1	13	·	4	-5	·	·
CCC(=O)N[C@H]1CC[C@H](CCNC(=O)Nc2ccc(F)cc2)O[C@H]1CO	-3	12	-2	-5	0	1	1	-4
N#Cc1ccc(-c2ccc3c(c2)[C@@H]2[C@@H](CCN2C(=O)Cc2ccccc2)[C@@H](CO)N3)cc1	0	-19	-2	22	21	2	-9	-13
CCOc1ccc(C(CC(=O)O)NC(=O)Cc2ccccc2)cc1OC (stereo unspecified)	5	-2	2	3	3	0	2	10
COCCn1c(SCC(=O)Nc2cc(C)on2)nc2cc(Cl)ccc2c1=O	0	-19	6	-4	5	-1	3	-5
Cc1ccc(SC[C@H](c2ccccc2)N2CCN(CC(C)C)CCC2=O)cc1	-73	·	·	-2	-44	-1	-86	-4
CC1CC(C)CN(C(=O)CSc2nnc(N)s2)C1 (stereo unspecified)	-1	-2	0	2	1	2	·	·
COc1ccc(-c2sc3ccc(OC)cc3c2-c2ccc(O)cc2)cc1	8	-5	2	2	28	-2	-8	-13
CSCCC(NC(=O)c1ccc([N+](=O)[O-])cc1Cl)C(=O)OCC(=O)NCCCc1ccccc1 (stereo unspecified)	-3	11	12	-6	-10	-1	12	1
CCC(C)NC(=O)CSc1nc2c(sc(=S)n2-c2cc(Cl)ccc2OC)c(=O)[nH]1 (stereo unspecified)	12	0	14	-6	1	0	6	-14
O=C(c1ccccc1F)N1C[C@@H]2[C@H](c3ccccc31)[C@@H](CO)N2Cc1ccc2c(c1)OCO2	-1	10	0	15	37	-1	16	-18
O=C1CN(CC(=O)Nc2cccc(Cl)c2Cl)c2ccccc2N1	13	-6	6	2	-6	·	1	·
CCCc1cn(CC[C@@H]2CC[C@H](NC(=O)C3CCC3)[C@H](CO)O2)nn1	5	-1	-1	·	9	0	5	1
O=C(COC(=O)CSc1ccc(F)cc1)NCC1CCCCC1	3	-9	1	-9	3	-4	-7	·
NC(=O)CN(Cc1ccccc1)S(=O)(=O)c1ccc2c(c1)OCCO2	-1	-5	3	-2	3	3	11	10
CCOC(=O)c1cccc(NC(=O)CSc2nc3cccnc3n2C)c1	·	·	·	2	·	-4	31	-2
O=C(Cc1ccc(F)cc1)NCc1cccnc1	-1	0	0	0	1	8	15	12
C/C=C/c1ccc([C@H]2[C@@H](CNC(C)=O)N(Cc3ccccn3)[C@H]2CO)cc1	2	·	·	-5	8	2	25	2
Cc1c(CCO)c(=O)[nH]n1S(=O)(=O)c1ccc(Cl)cc1Cl	·	-2	-3	·	1	6	3	·
O=C(Nc1cscc1S(=O)(=O)c1ccccc1)c1ccccc1Cl	3	-2	·	-5	5	0	-2	6
C[C@H](CO)N1C[C@H](C)[C@@H](CN(C)Cc2ccc3c(c2)OCO3)Oc2cc(-c3cccc(C(=O)N(C)C)c3)ccc2S1(=O)=O	21	6	0	·	-2	2	56	-53
CC(C)OCCCn1c(=N)c(S(=O)(=O)c2ccccc2)cc2c(=O)n3ccccc3nc21	5	-2	-13	-1	0	9	6	-18
Further entries.
SMILES	EWS-Fli block	S100A4 inh HTS	ERAP1 HTS inh	FN deposition inh	LGR2 antag	PglD inh	PAX8 reporter	PGC1a acetyl inh
CCCC#Cc1cnc2c(c1)C(=O)N([C@H](C)CO)C[C@@H](C)[C@H](CN(C)C(=O)C1CCOCC1)O2	-2	-18	2	·	-15	·	6	10
CN1CCN(c2ccccc2NC(=O)c2ccc(N3CCOCC3)c([N+](=O)[O-])c2)CC1	·	0	3	·	-12	-2	6	-7
O=C(Cc1ccc(NC(=O)C2CCCN(C(=O)c3ccccc3)C2)cc1)Nc1cccc(C(=O)N2CCCC2)c1 (stereo unspecified)	20	0	-5	9	-4	·	-27	·
CC=Cc1ccc2n(c1=O)C[C@H]1[C@H](CO)[C@@H](C(=O)NCCCN(C)C)[C@@H]2N1Cc1nccs1 (mixture of isomers)	-2	7	0	·	7	·	-30	13
CC(C)CC#Cc1ccc2c(c1)O[C@H](CN(C)Cc1ccncc1)[C@@H](C)CN([C@H](C)CO)S2(=O)=O	28	2	1	·	22	1	21	1
CCN(CC)C(=O)CSc1nc2c(sc(=S)n2-c2ccccc2)c(=O)n1-c1ccc(OC)c(OC)c1	10	-2	1	-8	11	-4	20	29
CCCCC1OC23CCCCC2C(C#N)(C#N)C1(C#N)C(=N)O3 (stereo unspecified)	8	45	10	-16	-6	2	20	6
O=C(Nc1ccc(Cl)c(Cl)c1)N[C@H]1CC[C@H](CCn2cc(C3CC3)nn2)O[C@@H]1CO	17	-11	0	-9	-7	-3	3	14
CC1(c2ccccc2)NC(=O)N(CC(=O)NNC(=O)c2cccc(Cl)c2)C1=O (stereo unspecified)	2	-10	-1	3	-13	6	-5	·
C[C@H]1CN([C@@H](C)CO)C(=O)c2ccccc2-c2ccccc2CO[C@@H]1CN(C)S(=O)(=O)c1cccc(C#N)c1	-12	3	-1	0	-14	0	-25	4
O=C(NCc1ccc(Cl)cc1)c1ccncc1	20	1	6	-5	7	-9	0	5
CC(=O)NC[C@H]1[C@@H](c2ccc(-c3cccnc3)cc2)[C@H](CO)N1C(=O)C1CCC1	3	·	·	-6	-9	-1	9	-11
COc1ccccc1NS(=O)(=O)c1ccc(C)c(C(=O)NCC(c2ccco2)N2CCCCC2)c1 (stereo unspecified)	6	1	-1	7	-16	-1	5	-23
CC(C)C#Cc1cnc2c(c1)C(=O)N([C@@H](C)CO)C[C@H](C)[C@@H](CN(C)C(=O)c1ccccc1F)O2	-38	3	1	-7	-2	1	-6	5
O=c1cc(CN2CCOCC2)c2c(ccc3ccccc32)o1	3	-3	3	·	·	·	·	-12
O=C(C[C@@H]1CC[C@@H]2[C@H](COC[C@@H](O)CN2C(=O)c2ccccc2)O1)NCCCN1CCOCC1	-3	·	·	-3	-8	-6	11	3
O=C(Nc1ncc(Cc2ccccc2)s1)C1=NCCN1	5	-1	-3	1	-33	0	1	7
CC(C)(C)c1ccc(CC(=O)N2CCC2(C)C(=O)Nc2cccc3ccccc23)cc1 (stereo unspecified)	3	-3	-11	4	-7	4	25	-3
C[C@@H]1CN([C@H](C)CO)S(=O)(=O)c2ccc(C#CC3CC3)cc2O[C@H]1CN(C)C(=O)c1ccccc1	15	-20	4	-21	-17	0	·	-3
C=C1C[C@H]2[C@@H]3C=C(C)C4=CC(=O)CC[C@]4(C)[C@H]3CC[C@]2(C)[C@@]1(OC(C)=O)C(C)=O	6	-18	-1	8	-4	-7	-12	-9
CC(Sc1nnc2ccccn12)C(N)=O (stereo unspecified)	-10	-33	3	-5	-13	1	3	2
Cc1cccc(NS(=O)(=O)c2ccc(C)c(C(=O)NCCCN3CCOCC3)c2)c1	0	-1	-3	·	-1	-3	1	2
C[C@@H]1CN([C@H](C)CO)S(=O)(=O)c2ccc(C3=CCCCC3)cc2O[C@@H]1CN(C)C(=O)Nc1ccc2c(c1)OCO2	13	-3	2	·	2	5	20	-7
Cn1cccc1C(C#N)c1ccccc1C#N (stereo unspecified)	3	-5	6	-1	-21	·	18	-9
COc1ccccc1-c1ccc2c(c1)O[C@@H](CN(C)S(=O)(=O)c1ccc(F)cc1)[C@@H](C)CN([C@H](C)CO)S2(=O)=O	6	-34	-1	·	9	3	1	-27

3 of these compounds in a different format:
Values in the order – EWS-Fli block, S100A4 inh HTS, ERAP1 HTS inh, FN deposition inh, LGR2 antag, PglD inh, PAX8 reporter, PGC1a acetyl inh
> O=C(C[C@@H]1CC[C@@H]2[C@H](COC[C@@H](O)CN2C(=O)c2ccccc2)O1)NCCCN1CCOCC1
→ -3, ·, ·, -3, -8, -6, 11, 3
> O=C(Nc1ncc(Cc2ccccc2)s1)C1=NCCN1
→ 5, -1, -3, 1, -33, 0, 1, 7
> Cc1cccc(NS(=O)(=O)c2ccc(C)c(C(=O)NCCCN3CCOCC3)c2)c1
→ 0, -1, -3, ·, -1, -3, 1, 2

Three compounds out of the list above, arranged by the value under PGC1a acetyl inh, low to high.
| SMILES | S100A4 inh HTS | ERAP1 HTS inh | LGR2 antag | PglD inh | PGC1a acetyl inh |
| --- | --- | --- | --- | --- | --- |
| COc1ccccc1NS(=O)(=O)c1ccc(C)c(C(=O)NCC(c2ccco2)N2CCCCC2)c1 (stereo unspecified) | 1 | -1 | -16 | -1 | -23 |
| Cc1cccc(NS(=O)(=O)c2ccc(C)c(C(=O)NCCCN3CCOCC3)c2)c1 | -1 | -3 | -1 | -3 | 2 |
| O=C(NCc1ccc(Cl)cc1)c1ccncc1 | 1 | 6 | 7 | -9 | 5 |

Next part.
SMILES	EWS-Fli block	S100A4 inh HTS	ERAP1 HTS inh	FN deposition inh	LGR2 antag	PglD inh	PAX8 reporter	PGC1a acetyl inh
Cn1c(/C(C#N)=C/c2ccncc2)nc2ccccc21	11	-21	-5	4	·	3	-2	-14
O=C(Nc1ccc(F)cc1)N[C@@H]1CC[C@@H](CCNS(=O)(=O)c2cccc(Cl)c2)O[C@@H]1CO	-4	2	2	3	12	3	15	0
C[C@H]1CN([C@@H](C)CO)C(=O)CCCn2cc(nn2)CO[C@@H]1CN(C)Cc1cccc(C(=O)O)c1	-2	2	-6	-5	-3	0	13	0
Clc1ccc(-c2csc(N3CCCCCC3)n2)cc1	-89	-6	19	10	-57	1	-78	4
COc1ccc2c3c(n(C)c2c1)[C@@H](CO)N(C(=O)NC(C)C)CC31CN(Cc2nccs2)C1	7	-4	-1	·	-19	·	·	6
FC(F)C(F)(F)Oc1cccc(-c2n[nH]c(=S)n2Cc2ccccc2)c1	7	0	4	-13	-19	5	-24	-3
Cc1ccccc1NC(=O)CSC(=O)c1ccccc1	0	2	5	-11	-16	-3	-2	·
CCN(CC)C(=O)c1ccc(COc2ccc(Cl)c(C)c2)o1	-70	6	2	2	-21	1	-61	-6
CCC(=O)N(c1ccc(C(=O)O)cc1)c1nc(-c2ccc(OC)cc2)c(C)s1	6	0	1	·	-39	·	-1	·
O=[N+]([O-])c1ccc(-c2c(-c3ccccc3)ncc3cc(F)ccc23)cc1	-8	-27	0	10	-36	3	-6	·
COC(=O)c1ccc(C(=O)NC(=S)Nc2nc3c(s2)CCCC3)cc1	·	·	·	-5	-46	-4	-53	3
C[C@@H]1CN([C@@H](C)CO)C(=O)c2cccc(NS(=O)(=O)c3ccc(Cl)cc3)c2O[C@H]1CN(C)Cc1ccc(Cl)c(Cl)c1	3	3	-4	·	4	-4	-3	-9
C[C@@H]1CCC2[C@](C)(CO)[C@@H](O)CC[C@]2(C)[C@@]12CCC(CO)(CCO)O2 (stereo partly specified)	7	-2	-2	3	-5	5	1	-4
O=C(Cc1ccccc1)NNC(=S)Nc1ccc(Cl)cc1	3	13	1	3	-14	8	-15	4
